EPAC1 antagonist = qHTS for Antagonist of cAMP-regulated guanine nucleotide exchange factor 3 (EPAC1): primary screen | Rap guanine nucleotide exchange factor 3 (Homo sapiens), O95398 | EPAC1 GEF assay, Rap1b-BODIPY-GDP exchange fluorescence | Potency, µM (doses to about 115 µM), without a hit: at the highest dose activity change, negative = inhibition, actives largely listed as inhibitors | 360,000 compounds, 0.14% hits | AID 720709, 2013;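 further: plate controls were vehicle for no effect and positive control for full effect; nearly all actives have a fitted effect of over 50% in size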
EPAC2 ag = qHTS for Agonist of cAMP-regulated guanine nucleotide exchange factor 4 (EPAC2): primary screen; Rap guanine nucleotide exchange factor 4 (Homo sapiens), Q8WZA2; EPAC2 activation, biochemical qHTS; response scale: 100% = 6.5 mM cAMP response; Potency, µM (top dose mostly 154 µM), for the others: at the top dose activation, actives largely listed as activators; 360,000 compounds, 0.079% hits; AID 720711, 2013; further: nearly all actives have a fitted effect of over 50% in size
Target sequence (Q8WZA2 whole entry, looked up): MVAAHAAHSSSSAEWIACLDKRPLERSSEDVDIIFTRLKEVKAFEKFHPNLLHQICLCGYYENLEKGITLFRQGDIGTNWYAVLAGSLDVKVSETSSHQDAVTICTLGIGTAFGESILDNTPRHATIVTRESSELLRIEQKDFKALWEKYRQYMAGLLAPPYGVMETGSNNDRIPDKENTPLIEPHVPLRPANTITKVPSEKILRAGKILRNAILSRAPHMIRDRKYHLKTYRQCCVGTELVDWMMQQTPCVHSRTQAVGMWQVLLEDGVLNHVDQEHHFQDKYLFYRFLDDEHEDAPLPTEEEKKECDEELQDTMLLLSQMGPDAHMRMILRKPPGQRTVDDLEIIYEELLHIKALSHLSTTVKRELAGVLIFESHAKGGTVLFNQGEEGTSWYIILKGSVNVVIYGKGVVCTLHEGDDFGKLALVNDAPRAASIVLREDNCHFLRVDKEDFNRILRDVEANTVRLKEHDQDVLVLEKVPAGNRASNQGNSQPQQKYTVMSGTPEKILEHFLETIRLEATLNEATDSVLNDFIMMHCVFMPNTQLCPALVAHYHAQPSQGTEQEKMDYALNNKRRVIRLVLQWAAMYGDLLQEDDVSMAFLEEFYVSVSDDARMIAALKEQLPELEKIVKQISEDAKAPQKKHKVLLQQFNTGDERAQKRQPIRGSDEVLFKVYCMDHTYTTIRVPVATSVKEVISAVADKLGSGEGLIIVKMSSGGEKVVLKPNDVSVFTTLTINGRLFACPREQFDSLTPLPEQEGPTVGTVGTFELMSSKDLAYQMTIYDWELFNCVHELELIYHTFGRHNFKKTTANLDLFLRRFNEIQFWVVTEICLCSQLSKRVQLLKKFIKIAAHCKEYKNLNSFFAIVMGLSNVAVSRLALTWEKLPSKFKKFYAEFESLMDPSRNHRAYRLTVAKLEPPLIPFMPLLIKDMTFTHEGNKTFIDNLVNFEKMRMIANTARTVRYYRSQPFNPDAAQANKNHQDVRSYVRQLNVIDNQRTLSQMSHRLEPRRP
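Setup: EPAC2 100 nM, labeled Rap1B complex 250 nM, free GDP 50 uM. Compound titrations pinned in, brief spin, 5 min room temperature incubation. Kinetic fluorescence read over 30 min, normalized to 6.5 mM cAMP.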
TDP-43 yeast inh = qHTS of TDP-43 Inhibitors; TDP-43 expressing yeast growth rescue, BacTiter-Glo, 24 h; Potency, µM (highest dose often 46.1 µM), for the others: at the highest dose growth rescue (activation), actives largely listed as activators; 410,000 compounds, 1.8% hits; AID 652104, 2013; further: % of control where 0% means no effect; nearly all actives have a fitted effect of over 50% in size
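Yeast expressing TDP-43 (pregrown in raffinose, seeded at OD600=0.02 in galactose medium) exposed to compounds 24 hr at 30 deg C. Growth read by BacTiter-Glo luminescence; rescue of toxicity appears as increased signal.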
EPAC2 antag = qHTS for Antagonist of cAMP-regulated guanine nucleotide exchange factor 2 (EPAC2): primary screen. 360,000 compounds, 0.18% hits. EPAC2 GEF exchange of Rap1B-BODIPY-GDP, fluorescence. Potency, µM (series often up to 114 µM), without a hit: at the top dose activity, negative = inhibition, actives largely listed as inhibitors; further: on the % scale 0 is the no-effect control and ±100 the full control effect; nearly all actives have a fitted effect of over 45% in size; many of its hits are not listed in these tables
PTHR1 agonist = qHTS for PTHR1 Agonists: Primary Screen; Parathyroid hormone/parathyroid hormone-related peptide receptor (Homo sapiens), Q03431; HEK293 GP2 PTHR1 cells, GloSensor cAMP luminescence, 1 h; Potency, µM (top dose mostly 115 µM), for inactives: top-dose activation, most hits filed as activators; 410,000 compounds, 0.075% hits; AID 743266, 2014; further: nearly all actives have a fitted effect of over 55% in size; some results filed as inactive show a strong effect at the top dose; inactives centre near -15; many of its hits are not listed in these tables
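HEK-293-derived GP2 cells expressing PTHR1 and a GloSensor cAMP reporter, 3,000/well, plated overnight, given luciferin plus IBMX (each 0.5 mM as added) for 1 h at 37 °C, then compound for 1 h at 37 °C. Luminescence was read after 15 min at room temperature.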
aSyn rescue = qHTS of alpha-syn Inhibitors; Yeast expressing alpha-synuclein, growth rescue, BacTiter-Glo, 24 h; Potency, µM (highest dose often 46.1 µM), inactives show at the highest dose growth rescue (activation), actives largely listed as activators; 370,000 compounds, 0.14% hits; AID 652106, 2013; further: % of control where 0% means no effect; nearly all actives have a fitted effect of over 65% in size
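Screening used galactose-induced yeast with toxic alpha-synuclein levels, exposed to compound for 24 hr at 30 deg C. Cell growth, read with BacTiter-Glo luminescence, gave the measured signal.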
FUS suppressor = qHTS for Suppressors of FUS Proteinopathy: Primary screen using FUS-linked yeast assay | S. cerevisiae FUS-expressing, growth rescue, OD600, 24 h | AID 1347120, 2019 | 390,000 compounds, 0.24% hits | Potency, µM (doses to about 76.6 µM), for inactives: at the highest dose growth rescue (activation), usual class: activators;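 further: plate controls were DMSO vehicle for no effect and reference control for full effect; nearly all actives have a fitted effect of over 55% in size; some results filed as inactive show a strong effect at the top dose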
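Yeast expressing FUS under galactose induction, OD 0.005 in 2% galactose medium; compounds in a dilution series, 24 h at 30C. Growth rescue by absorbance at 600 nm; CP55940 positive control, DMSO negative.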
EPAC1 agonist = qHTS for Agonist of cAMP-regulated guanine nucleotide exchange factor 3 (EPAC1): primary screen; Potency, µM (doses to about 154 µM), for inactives: top-dose activation, hits mostly activators; 360,000 compounds, 0.073% hits; AID 720707, 2013; EPAC1 agonist qHTS, biochemical assay; response scale: 100% = response to 6.5 mM cAMP; Rap guanine nucleotide exchange factor 3 (Homo sapiens), O95398; further: nearly all actives have a fitted effect of over 60% in size
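Normalized to 6.5 mM cAMP, activity reflects EPAC1-catalysed release of BODIPY-GDP from Rap1B, followed kinetically over 30 min at 480 nm excitation, 540 nm emission. Reaction contained 100 nM EPAC1, 250 nM Rap1B-BODIPY-GDP, 50 uM GDP.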
Active calls of the source: *; i = inactive; ? = inconclusive; / = not tested or not shown; & = joins results of further samples; [ ] = another dose, or the depositor's remark. The call rests on the fitted dose curve; in most records, active means well fitted curve in the direction sought with a large enough effect; inconclusive means small, poorly fitted or top-dose-only effect, or another doubt; inactive means no such curve, though single readings can be large; an effect the other way counts as inactive or inconclusive. Potency means the concentration at half of the fitted maximal effect. Some of the compounds tested; count on the stated rates, not on these rows.

SMILES	EPAC1 antagonist	EPAC2 ag	TDP-43 yeast inh	EPAC2 antag	PTHR1 agonist	aSyn rescue	FUS suppressor	EPAC1 agonist
COCC(=O)N(CCc1ccc(OC)cc1)Cc1nc2ccccc2c(=O)[nH]1	3%	0%	18%	5%	i	14%	-22%	-6%
O=C(CCC1CCCCC1)Nc1nncs1	-2%	7%	15%	-4%	i	-9%	18%	4%
Cc1cc(F)ccc1S(=O)(=O)N1CCCOC1CNC(=O)C(=O)NCCC1=CCCCC1 (centres undefined)	-4%	-8%	-23%	5%	i	4%	?	-13%
Fc1ccc(/C=N/Nc2nc3ccccc3[nH]2)cc1F	1%	2%	24%	3%	-42%[inhibitor]	-8%	-21%	5%
COc1ccc(NC(=O)CN(C)CC(=O)Nc2cccc(C(C)=O)c2)cc1	22%	7%	10%	4%	i	-7%	15%	0%
NC(=S)NNC(=O)[C@@H]1CCCC[C@@H]1C(=O)O	-5%	-2%	19%	-1%	i	7%	-20%	3%
COc1cc(C(=O)N/N=C/c2cn(Cc3cccc(F)c3)c3ccccc23)ccc1O	-9%	6%	15%	5%	-87%[inhibitor]	0%	16%	30%
Cc1ccc(NC(=O)CCNS(=O)(=O)c2ccc(OC(F)(F)F)cc2)c(O)c1	-6%	0%	4%	-2%	-3%	1%	10%	6%
CC1(C)Cc2cccc(OCC(=O)N3CCN(c4cccc(Cl)c4)CC3)c2O1	-8%	13%	?	-9%	-48%[inhibitor]	?	30%	12%
O=C(COC(=O)c1ccc2ccccc2n1)Nc1ncc(C(F)(F)F)cc1Cl	3%	2%	-10%	14%	i	-5%	/	-1%
N#Cc1ccc(CSc2nnc(NC(=O)C3CC(=O)N(c4ccc5c(c4)OCCO5)C3)s2)cc1 (centres undefined)	21%	0%	0%	9%	-10%	0%	2%	-5%
CCOc1ccc(N2Cc3ccccc3C2)cc1	-2%	-3%	3%	5%	-55%[inhibitor]	-15%	/	-30%[inhibitor]
COc1ccc(OC)c(Nc2ncnc3ccc(Br)cc23)c1	5%	12%	6%	8%	21%	-1%	2%	14%
CC(C)C[C@H]1CN(CCCC[C@H]2CNC(=O)C(=O)N2CCC2CCCCC2)C(=O)C(=O)N1CC1CCCCC1	-4%	-6%	18%	-3%	16%	-15%	4%	-10%
COc1ccccc1-c1nc(C#N)c(N2CCN(c3cccc(Cl)c3)CC2)o1	5%	10%	-7%	-5%	-20%[57.5 µM]	0%	1%	-3%

Of the compounds above, these contain four or more nitrogen atoms.
SMILES	EPAC1 antagonist	EPAC2 ag	TDP-43 yeast inh	EPAC2 antag	PTHR1 agonist	aSyn rescue	FUS suppressor	EPAC1 agonist
Fc1ccc(/C=N/Nc2nc3ccccc3[nH]2)cc1F	1%	2%	24%	3%	-42%[inhibitor]	-8%	-21%	5%
N#Cc1ccc(CSc2nnc(NC(=O)C3CC(=O)N(c4ccc5c(c4)OCCO5)C3)s2)cc1 (centres undefined)	21%	0%	0%	9%	-10%	0%	2%	-5%
CC(C)C[C@H]1CN(CCCC[C@H]2CNC(=O)C(=O)N2CCC2CCCCC2)C(=O)C(=O)N1CC1CCCCC1	-4%	-6%	18%	-3%	16%	-15%	4%	-10%
COc1ccccc1-c1nc(C#N)c(N2CCN(c3cccc(Cl)c3)CC2)o1	5%	10%	-7%	-5%	-20%[57.5 µM]	0%	1%	-3%

The listing continues.
SMILES	EPAC1 antagonist	EPAC2 ag	TDP-43 yeast inh	EPAC2 antag	PTHR1 agonist	aSyn rescue	FUS suppressor	EPAC1 agonist
COc1ccccc1NS(=O)(=O)c1cccc(NC(=O)Cc2cccs2)c1	20%	1%	2%	-11%	-12%	-2%	4%	6%
O=C(NC(=S)Nc1cccc(O)c1)C1CCCCC1	-7%	6%	21%	-11%	-42%[inhibitor]	-3%	/	-4%
CCN(CC)CCOC(=O)c1ccc(NC(=O)/C=C/c2cccs2)cc1	-4%	8%	-10%	0%[57.1 µM]	-9%	-6%	-1%	-8%
Cc1ccc(NC(=O)CN2C(=O)NC3(CCCCC3C)C2=O)cc1S(=O)(=O)N1CCOCC1 (centres undefined)	-1%	-1%	8%	4%	0%	-10%	23%	4%
O=c1c(C=NCC2CCCO2)c(-c2ccccc2)[nH]n1-c1ccc([N+](=O)[O-])cc1 (centres undefined)	-11%	-2%	0%	-7%	-6%	0%	7%	12%
CCCN(CC(=O)Nc1ccccc1OC)C(=O)c1ccc(S(=O)(=O)Nc2ccccc2)cc1	7%	3%	-21%	3%	-24%	1%	21%	4%
CSc1oc(-c2ccc(F)cc2)nc1S(=O)(=O)c1ccccc1	12%	-2%	-8%	9%	-16%	0%	-4%	-10%
Cc1ccc(C(=O)N2CCCC2)cc1S(=O)(=O)N1CCCCC1	1%	-4%	-1%	6%	-21%	1%	3%	-28%
COc1ccc(C(=O)NC(=S)Nc2ccc(N3CCCC3)cc2)cc1OC	9%	-14%	16%	4%	i	4%	/	1%
CCn1nc(C)c(CNC(=O)CC2C(=O)NCCN2Cc2ccc(C)o2)c1C (centres undefined)	-8%	-6%	12%	1%	-16%	6%	-2%	-11%
COc1ccccc1-c1nnc(SCC(=O)N2CCCC2)o1	-9%	4%	-1%	0%	-1%	4%	7%	6%
c1ccc2[nH]c(SCc3cn4cccnc4n3)nc2c1	-3%	5%	14%	3%	i	2%	3%	-4%
CC(C)(C)c1ccc(C2=CC(c3ccccc3)n3ncnc3N2)cc1 (centres undefined)	-4%	-12%	23%	15%	-54%[inhibitor]	-7%	-1%	14%
O=C(O)c1c2c(nc3ccccc13)CCCCC2	2%	4%	-22%	-1%	i	-2%	/	-1%
Cc1ccc(C)c(S(=O)(=O)N/N=C/c2ccc(F)cc2)c1	-10%	1%	24%	?	-17%	6%	-31%	6%
Cc1ccc(C(C(=O)NC(C)(C)C)N(CC2CCCO2)C(=O)Cn2nnc(-c3ccc(C)o3)n2)cc1 (centres undefined)	-7%	-9%	-1%	-4%	i	1%	25%	7%
O=C(CCN1CCOCC1)NNC(=O)c1ccc(Cl)c([N+](=O)[O-])c1	-3%	3%	13%	-8%	i	-7%	-12%	5%
O=C(NCCCSc1ccccc1)c1cccnc1	3%	-4%	13%	1%	i	2%	-15%	15%
CCCCN(CCCC)c1nc(-c2ccncc2)nc2ccccc12	-14%	7%	22%	?	6%	8%	2%	-7%
COc1ccc(OC)c(CN2C(=O)CSCC2(C)C(=O)Nc2c(C)cccc2C)c1 (centres undefined)	-13%	8%	13%	3%	-19%	2%	14%	9%
COc1ccc(-n2c(SCC(=O)Nc3nccs3)nc3sc4c(c3c2=O)CCN(C)C4)cc1	20%	12%	-18%	13%	i	6%	28µM*	4%
Cc1cc(C)[n+](-c2ccc(C(C)C)cc2)c2[nH]c(=O)[nH]c(=O)c12	6%	8%	6%	12%	i	3%	13%	-1%
CC1=C(C(N)=O)C(c2ccc(Br)cc2)n2ncnc2N1 (centres undefined)	-11%	1%	10%	1%	i	0%	-13%	-1%
Cc1ccc(C)c(NC(=S)NNC(=O)c2cc3c(s2)CCC(C)C3)c1 (centres undefined)	-11%	0%	?	-3%	i	8%	18%	3%
N#C/C(=C\c1ccccc1)C(=O)OCC(=O)N1CCCC1	6%	7%	12%	-4%	2%	-5%	-8%	-5%
CC(Sc1nc(-c2ccc(F)cc2)cs1)C(=O)Nc1ccc(Cl)cn1 (centres undefined)	-10%	11%	9%	0%	i	4%	8%	3%
CC(=O)Oc1ccc(C#C/C=C2\c3ccccc3C(=O)N2c2ccccc2)cc1	-10%	0%	24%	-6%	-32%[inhibitor]	-14%	19%	-17%
CN(C)C(=O)c1cc(F)ccc1Sc1cc(Cl)ccc1Cl	-7%	5%	23%	-5%	i	10%	5%	11%
O=C(Nc1ccccc1C(=O)N1CCN(c2ccccc2)CC1)c1ccco1	6%	2%	12%	4%	-6%[57.5 µM]	6%	6%	5%
CCOc1ccc(NC(=O)Nc2ccc3c(c2)nnn3C)cc1	-1%	9%	-4%	-1%	-2%[57.5 µM]	0%	-10%	4%
CC(=O)Nc1ccc(S(=O)(=O)N(C)CC(=O)OCC(=O)N2CCCCC2)cc1	7%	4%	0%	6%	0%	-9%	-13%	1%
O=C1CCCC1C(=O)Nc1ccc2ccccc2c1 (centres undefined)	-2%	1%	-8%	14%	-24%	-6%	-24%	6%
Nc1cc(Cl)nc(N/N=C/c2ccccc2[N+](=O)[O-])n1	-3%	3%	-12%	-5%	-20%[57.5 µM]	-1%	21%	1%
CCC(=O)c1c(CC)c2n3c1CC[C@H]3CCC2	11%	7%	17%	-30%	-18%	10%	-6%	6%
S=C(Nc1ccccc1Cl)N(CCN1CCCCC1)Cc1ccco1	-20%	-4%	-13%	-5%	-7%	4%	12%	6%
CC(C)Cn1c(-c2cccc(S(=O)(=O)N3CCOCC3)c2)n[nH]c1=S	-5%	4%	14%	14%	-3%	-2%	-5%	-3%
Cc1cc(C(F)(F)F)c2c(C)nn(-c3ccccc3)c2n1	3%	13%	-13%	-7%	i	-8%	16%	9%
NNC(=O)Cn1nc(Cc2ccccc2)n(N)c1=O	5%	-7%	0%	1%	-20%	2%	/	-3%
COC(=O)C1C(=O)C2=C(CC1C)NC(=O)CC2c1ccc(O)c(OC)c1 (centres undefined)	-10%	3%	-7%	-4%	i	7%	-2%	-7%
CCn1c(=O)c2[nH]c(SC)nc2n(CC)c1=O	3%	12%	14%	0%	i	1%	-9%	0%
CCOC(=O)Cn1nc(C)c(NC(=O)COc2ccc(C)c(C)c2)c1C	12%	9%	14%&11%	4%	i	1%	-3%&27%	9%
O=C(Nc1cccc(NC(=O)c2ccco2)c1)c1ccccc1	5%	7%	16%	1%	i	-5%	6%	4%
O=C(NCc1ccccc1)C(c1ccccc1F)n1c(=O)c(-c2cc3ccccc3[nH]2)nc2ccccc21 (centres undefined)	-3%	6%	30%	-14%	-16%	0%	?	11%
Cc1ccc(/C=N/NC(=O)c2cc(-c3ccc(C)o3)[nH]n2)cc1	-20%	-6%	-10%	-26%	i	1%	-2%	0%
